MT1-MMP act inh – blockers of MT1-MMP proenzyme processing, primary screen, HT1080 RFP-PRO-GFP cells, GFP/RFP fluorescence; GFP/RFP ratio change, % at 20 µM; AID 651647, 2012; 360,000 tested, 0.061% active; Matrix metalloproteinase-14 (Homo sapiens), P50281; GFP/RFP ratio fluorescence, overnight; percent of plate control window, DMSO zero;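 active means GFP/RFP ratio change of at least 30% with cell ATP level not reduced by more than half and red fluorescence within 50% of control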; further: strong numbers were not always called active
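Assay system: HT1080 RFP-PRO-GFP cells. Benchmarks: DMSO vehicle wells and RFP-L50D-GFP reporter cell wells. Times: overnight cell settling, then overnight compound exposure, 37 °C, 5% CO2. Compound: 20 µM single dose, 1% DMSO. Read-out basis: GFP/RFP fluorescence ratio.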
Rpn11 block – Rpn11 (PSMD14) deubiquitinase inhibitors, primary screen, biochemical, fluorescence polarization, uHTS. human 26S proteasome, Ub4-pepOG fluorescence polarization; 20S core pre-blocked with epoxomicin. 26S proteasome non-ATPase regulatory subunit 14 (Homo sapiens), O00487. AID 588493, 2011. 360,000 tested, 0.59% active. calls only at 20 µM;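 active means inhibition at 20 µM, scaled to each plate's controls, above about 33%, limit read from the data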
Target sequence (O00487 whole entry, looked up): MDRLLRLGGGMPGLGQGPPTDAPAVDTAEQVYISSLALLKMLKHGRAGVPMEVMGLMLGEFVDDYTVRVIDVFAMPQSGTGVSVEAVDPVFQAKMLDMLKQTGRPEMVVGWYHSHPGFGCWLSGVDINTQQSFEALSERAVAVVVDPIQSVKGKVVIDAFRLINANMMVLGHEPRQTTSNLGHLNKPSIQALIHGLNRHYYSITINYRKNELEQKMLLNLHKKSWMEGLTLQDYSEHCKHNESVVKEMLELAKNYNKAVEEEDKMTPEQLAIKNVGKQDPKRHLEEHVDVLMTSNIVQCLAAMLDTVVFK
Rin1 Abl inh – inhibitors of Rin1-Abl protein binding, primary screen, biochemical, TR-FRET; 360,000 tested, 0.4% active; Tyrosine-protein kinase ABL1 (Homo sapiens) + Ras and Rab interactor 1 (Homo sapiens), …; inhibition, % at 7.35 µM; in the data active means inhibition above about 5%, passing the limit was not always enough
MsrA inhibitor – bovine MsrA enzyme inhibitors, primary screen, biochemical, absorbance, HTS; Methionine sulfoxide reductase A (Bos taurus); purified bovine MsrA, absorbance read-out; inhibition, % at 15.5 µM; 360,000 tested, 0.75% active; AID 651718, 2012; in the data active means inhibition above about 4.5%;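 further: 0% = vehicle wells with enzyme and 100% = reference inhibitor wells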
E coli Lon inh – inhibitors of E. coli Lon protease, primary screen, biochemical, fluorescence polarization | inhibition, % at 7.94 µM | 360,000 tested, 0.42% active | P0A9M0 | purified E. coli Lon protease; in the data active means inhibition above about 13%, passing the limit was not always enough;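 further: 0% = enzyme with probe and DMSO and 100% = no enzyme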
FAS TE block – FAS thioesterase domain inhibitors, primary screen, biochemical, fluorescence intensity, uHTS | 360,000 tested, 0.67% active | inhibition, % at 15 µM | Fatty acid synthase (Homo sapiens), P49327 | recombinant FAS-TE, OMFH fluorogenic substrate, fluorescence endpoint;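 active means compounds whose normalised, plate-corrected inhibition of enzyme fluorescence in the single-dose primary screen is 50% or more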;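 further: 0% = DMSO with enzyme and 100% = substrate without enzyme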
MLLE-PAM2 inh – inhibitors of PABP1 MLLE–PAM2 peptide binding, primary screen, biochemical, fluorescence polarization, FITC-PAM2, GST-MLLE | inhibition, % at 20 µM | AID 588489, 2011 | Polyadenylate-binding protein 1 (Homo sapiens), P11940 | 360,000 tested, 0.36% active; in the data active means inhibition above about 35%, passing the limit was not always enough;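 further: plate controls were DMSO wells with GST-MLLE for no effect and wells lacking GST-MLLE protein for full effect; some results filed as inactive read as strong as hits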
CSN deneddyl inh – inhibitors of CSN-mediated cullin deneddylation, primary screen, biochemical, fluorescence polarization, uHTS. Purified CSN, SCF-Nedd8-OG deneddylation. COP9 signalosome complex subunit 5 (Homo sapiens), Q92905. 360,000 tested, 0.38% active. inhibition, % at 12.5 µM;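 active means pattern-corrected inhibition above about 35%, with an unprinted fluorescence ratio check between 0.5 and 1.5, limit read from the data, passing the limit was not always enough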;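 further: 0% = enzyme with substrate and 100% = substrate without enzyme; some results filed as inactive read as strong as hits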
Target sequence (Q92905 whole entry, looked up, one chain of several): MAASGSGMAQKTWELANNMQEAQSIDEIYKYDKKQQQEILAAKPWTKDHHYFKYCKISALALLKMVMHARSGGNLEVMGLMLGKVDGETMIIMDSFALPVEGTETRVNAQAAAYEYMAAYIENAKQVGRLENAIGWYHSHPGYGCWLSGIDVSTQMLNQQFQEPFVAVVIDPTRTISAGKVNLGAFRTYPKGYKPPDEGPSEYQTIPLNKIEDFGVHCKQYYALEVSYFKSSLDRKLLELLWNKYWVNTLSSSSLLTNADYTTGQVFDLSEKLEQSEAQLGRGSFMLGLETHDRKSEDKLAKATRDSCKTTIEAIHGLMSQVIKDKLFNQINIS
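Assay system: HEK293T-derived human Csn5 enzyme; quantity: 0.24 nM enzyme; medium: Tris/NaCl/DTT buffer, pH 7.5; also added: substrate SCFSkp2-Nedd8OG, 10 nM; doses: 12.5 µM compound; schedule: 90 min reaction at room temperature; signal: FP; read-out: % inhibition of substrate cleavage by Csn5; benchmarks: substrate-only high control, full reaction low control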
bovine MsrA act – bovine MsrA enzyme activators, primary screen, biochemical, absorbance, HTS; Methionine sulfoxide reductase A (Bos taurus); purified bovine MsrA, absorbance read-out; activation, % at 10.6 µM; 360,000 tested, 0.3% active; AID 602163, 2012; in the data active means activation above about 7.5%;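 further: 0% = vehicle and 100% = reference activator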
Starred values were filed as active, the others as inactive; i = inactive; / = no result given; & = joins results of further samples. Compounds were not picked by outcome, and some 3.7% of all compounds hit somewhere here.

SMILES | MT1-MMP act inh | Rpn11 block | Rin1 Abl inh | MsrA inhibitor | E coli Lon inh | FAS TE block | MLLE-PAM2 inh | CSN deneddyl inh | bovine MsrA act
O=C(CSc1nc2c(c(C(F)(F)F)n1)CCc1ccccc1-2)NCc1ccccc1 | -1.6 | i | -0.7 | 0.2 | 2.5 | 13.2 | 3.6 | 0.0 | -0.9
CCN(CC)C(=O)COc1ccc2oc(C)c(C(=O)OC)c2c1 | -0.8 | i | 1.5 | 0.7 | -10.5 | -8.0 | 4.8 | -2.5 | -10.0
O=C(NCc1cccnc1)C1c2ccccc2C(=O)N1C1CCCC1 (stereo not given) | 0.2 | i | -1.0 | 0.1 | -7.2 | -4.7 | 10.8 | -3.2 | -1.9
CC(C)CNC(=O)COC(=O)c1c2c(nc3ccccc13)CCC2 | 0.5 | i | 1.3 | -0.4 | -1.7 | -5.0 | -16.1 | 1.9 | -1.8
Cc1csc(SCC(=O)N(c2ccccc2)C(C)C)n1 | 6.5 | i | 0.4 | -0.2 | -14.6 | -7.2 | 2.3 | -1.7 | -8.7
O=C(Nc1cc(N2CCOCC2)ncn1)c1ccccc1 | -7.8 | i | 0.9 | -0.8 | 2.1 | -8.0 | 2.9 | -4.9 | -13.5
CN1C(=O)C(C)(C)c2cc(S(=O)(=O)N3CCC(C(=O)NCc4ccc(Cl)cc4)CC3)ccc21 | -2.5 | i | 2.7 | -1.1 | -14.3 | 1.9 | -7.3 | 2.0 | -2.4
CCOc1cc(C(=O)N(C)Cc2cc3cc(OC)ccc3[nH]c2=O)cc(OCC)c1OCC | 6.3 | i | 0.9 | 0.5 | -9.4 | -3.7 | -100.6 | -2.9 | -7.9
C/C(CCc1ccccc1)=N\NC(=O)C1C2CCCCC21 (stereo not given) | 1.2 | i | 2.2 | 1.0 | -3.9 | -1.1 | -15.2 | 12.9 | -2.0
CCCn1nnc(NC(=O)c2ccc(OCC)c(Cl)c2)n1 | 2.5 | i | 2.9 | 0.5 | -11.2 | -7.7 | 0.1 | -0.7 | -12.4
O=C(c1ccccc1S(=O)(=O)NCC(O)COc1ccc([N+](=O)[O-])cc1)N1CCCCC1 (stereo not given) | 1.6 | i | -2.0 | 1.4 | -2.2 | 3.6 | 9.0 | 3.2 | 1.2
CC(=O)c1ccc(N=Nc2ccc(N)cc2)cc1 | 11.2 | i | -9.7 | 0.3 | -6.0 | 5.6 | -6.2 | 4.1 | -11.4
Cc1ccc(C)c(NC(=O)COc2cccc3c2CCN(Cc2ccccc2C)C3=O)c1 | -7.6 | i | -5.6 | 0.5 | 2.8 | 34.7 | 0.4 | 2.0 | 0.1
CCCCNC(=O)C1(C)CCCCN1C(=O)c1ccc(F)cc1Cl (stereo not given) | -1.3 | i | 1.0 | -0.1 | 1.5 | -6.6 | 2.4 | -1.2 | 3.5
CCCN(C)C1CN(Cc2cn(Cc3cc(C)cc(C)c3)nn2)S(=O)(=O)C1 (stereo not given) | 4.5 | / | / | -0.3 | -9.6 | -9.3 | / | 1.9 | -3.6
C/C(=N\NC(=O)CCn1nnc2ccccc21)c1ccco1 | -1.6 | i | 1.7 | 0.9 | -9.6 | -3.8 | 9.1 | -5.0 | -0.9
C=CCNc1nc(Nc2ccc(OC)cc2)nc(OC)n1 | 1.2 | i | -2.4 | 3.3 | 11.1 | -3.5 | -11.9 | -3.3 | -2.2
CCc1ccc(-n2c(=O)c3ccc(C(=O)NCCc4ccccc4)cc3n(CC(N)=O)c2=O)cc1 | -3.1 | i | -1.8 | 2.8 | 10.7 | -4.5 | 2.6 | 0.3 | -2.0
Cc1ccc(CNc2nc3ccccc3n3nnnc23)cc1 | -10.3 | i | -3.6 | 1.1 | -17.5 | -9.2 | 12.7 | -5.1 | -4.5
CCOC(=O)c1c(SCC(=O)Nc2nc(C)cs2)nc(=O)[nH]c1C | 2.0 | i | 0.3 | -0.6 | -4.9 | -4.7 | 10.9 | 0.4 | -0.7
N=C1S/C(=C\c2ccc(-c3cccc(Cl)c3)o2)C(=O)N1c1nccs1 | -42.5 | i | 0.5 | -0.1 | -41.0 | -4.1 | -18.9 | 2.8 | -2.4
Cc1cc(Cl)ccc1OCC(=O)Nc1cccc(S(=O)(=O)NC2=NCCCCC2)c1 | 3.7 | i | -1.0 | -0.9 | -7.0 | 9.2 | 1.6 | 0.9 | 2.4
O=C(COc1ccc(Cl)cc1)NCc1nnc(SCC(=O)NCCc2ccccc2)o1 | -0.9 | i | 1.4 | -1.2 | -9.2 | -0.4 | -30.8 | -0.6 | -1.4
CC(=O)Nc1ccc(S(=O)(=O)NCCNC(=O)c2ccccc2F)cc1 | -1.5 | i | 1.8 | -0.4 | -0.7 | -4.7 | -2.7 | 7.4 | -3.4
O=C(NCCCN1CCOCC1)c1cc2c(s1)CCC2 | 3.1 | i | 0.1 | 0.4 | -14.8 | -6.6 | -0.9 | 2.7 | -2.0
Cc1cc(C)cc(NS(=O)(=O)c2cc(C(=O)NCc3ccccn3)ccc2Cl)c1 | -2.2 | i | -6.8 | 1.4 | 8.0 | 4.9 | 3.4 | 2.8 | -3.9
CC(C)NC(=S)NC1(C)CCS(=O)(=O)C1 (stereo not given) | -0.5 | i | -3.6 | -0.9 | -0.5 | -7.0 | -8.0 | -16.1 | -9.2
CC(NC(=O)c1ccc2c(c1)OCO2)C(c1cccs1)N1CCN(c2ccccc2)CC1 (stereo not given) | 1.7 | i | -1.6 | 0.8 | -1.6 | 18.7 | 0.3 | -1.0 | -2.9
CSc1nc2c(c(=O)[nH]1)C(c1ccc(F)cc1)CC(=O)N2 (stereo not given) | 0.2 | i | 1.6 | 0.7 | -10.9 | -5.7 | 5.0 | -14.7 | -1.5
COc1ccc(N=C2S/C(=C\c3ccco3)C(=O)N2CC(C)C)cc1 | -1.6 | i | -2.1 | -0.9 | 5.1 | 9.1 | -4.3 | 7.1 | -1.2
Fc1cc(F)c2nc(N3CCOCC3)sc2c1 | -0.1 | i | 3.6 | -0.5 | 5.5 | -6.5 | 17.4 | -0.2 | -3.3
CN(Cc1ccccc1)C(=O)CSc1nc2ccccc2[nH]1 | 0.2 | i | 2.7 | 0.2 | 0.9 | -7.1 | -52.1 | -1.3 | -1.0
C[C@@]12CCC=C[C@H]1[C@H](c1ccc3ccccc3c1)N(Cc1ccccc1)C2=O | 0.5 | i | 1.6 | -0.4 | 4.7 | 32.6 | -2.1 | -1.9 | -4.4
CCC/C(=N\NC(=O)c1ccc(CSc2nncn2C)cc1)c1ccccc1 | 1.2 | i | -1.4 | -0.4 | -3.5 | -13.4 | 3.7 | -2.2 | -4.7
O=C(Cn1ncc2c1-c1ccccc1OC2)N1CCN(Cc2ccccc2)CC1 | -3.3 | i | -3.1 | -0.3 | -4.1 | 0.9 | 7.0 | -1.0 | -2.6
CCCCN(C(=O)CSc1nc(CCC)cc(=O)[nH]1)c1c(N)n(Cc2ccccc2)c(=O)[nH]c1=O | -1.8 | i | 2.9 | 0.5 | 2.6 | -0.1 | -13.7 | -1.2 | -6.6
COc1ccccc1N1CCN(CCN(C(=O)C2CCCCC2)c2ccccn2)CC1 | 2.0&5.0 | i | -0.8&-0.6 | 1.0&-0.6 | 5.9&-3.0 | -0.1&-0.4 | 8.2&-22.4 | -4.9&0.8 | -0.5&-6.2
COc1ccc(CNCCC(c2ccc(F)cc2)c2ccc(OC(C)C)cc2)cc1OC (stereo not given) | -3.5 | i | -1.9 | -0.8 | -2.6 | -0.8 | 2.6 | 0.2 | 0.9
Cc1nc(CCNC(=O)CC2C(=O)NCCN2Cc2ccoc2)nc2c1CCCC2 (stereo not given) | 1.6 | i | 2.1 | 1.1 | -2.1 | -11.7 | 0.6 | -2.5 | -11.8
OCC(CO)c1cnnc2ccccc12 | 0.1 | i | 1.0 | 0.0 | -1.8 | -4.2 | -0.1 | 2.2 | -0.5
COc1ccccc1C1C(C#N)=C(N)Oc2cc(C)n(CCCn3ccnc3)c(=O)c21 (stereo not given) | -2.2 | i | -0.3 | 0.6 | 0.2 | 0.9 | -13.8 | 6.9 | -0.2
COc1ccc(CC(=O)NCC(=O)Nc2ccccc2Br)cc1 | 0.9 | i | 1.0 | -0.5 | -11.0 | -3.8 | -7.4 | 1.1 | -6.4
Nc1c(C(=O)Nc2cccc(Cl)c2Cl)sc2nc(-c3cccnc3)ccc12 | -26.5 | i | -2.9 | -0.4 | -2.3 | -22.7 | -17.2 | -9.3 | -8.9
O=C(CSc1nc(-c2ccc(F)cc2)cc(C(F)(F)F)n1)NCc1cccs1 | 1.3 | i | 1.0 | 1.1 | -2.2 | 1.3 | 2.7 | -1.1 | -0.9
CC(=O)C(Sc1nnnn1-c1ccccc1)C(C)=O | 0.6 | i | 0.5 | -1.6 | 5.0 | -3.3 | -86.6 | -1.6 | -4.8
COC(=O)c1cc2nc(-c3ccc(OC)cc3)cc(C(F)(F)F)n2n1 | 3.2 | i | -2.9 | -0.8 | -1.6 | -0.4 | -1.8 | 0.2 | -2.9
c1cc(-c2nsc(-c3ccncc3)n2)ccn1 | -2.3 | i | -1.6 | -1.1 | 11.8 | -3.0 | 22.3 | 0.5 | -4.7
O=C(Nc1cc(S(=O)(=O)N2CCOCC2)ccc1N1CCOCC1)c1ccc(S(=O)(=O)N2CCCCC2)cc1 | -3.6 | i | -0.6 | -0.1 | -4.2 | 32.0 | -2.7 | -0.3 | -7.9
Cc1noc(C)c1C(=O)OCC(=O)Nc1cccc(S(N)(=O)=O)c1 | -2.7 | i | 1.4 | -0.6 | -5.8 | -8.7 | -7.6 | 7.5 | -11.7

Only Rpn11 block (two entries from above):
Compound | Rpn11 block
Cc1nc(CCNC(=O)CC2C(=O)NCCN2Cc2ccoc2)nc2c1CCCC2 (stereo not given) | i
OCC(CO)c1cnnc2ccccc12 | i

Among those listed so far, these have a CF3 group.
SMILES | MT1-MMP act inh | Rpn11 block | Rin1 Abl inh | MsrA inhibitor | E coli Lon inh | FAS TE block | MLLE-PAM2 inh | CSN deneddyl inh | bovine MsrA act
O=C(CSc1nc2c(c(C(F)(F)F)n1)CCc1ccccc1-2)NCc1ccccc1 | -1.6 | i | -0.7 | 0.2 | 2.5 | 13.2 | 3.6 | 0.0 | -0.9
O=C(CSc1nc(-c2ccc(F)cc2)cc(C(F)(F)F)n1)NCc1cccs1 | 1.3 | i | 1.0 | 1.1 | -2.2 | 1.3 | 2.7 | -1.1 | -0.9
COC(=O)c1cc2nc(-c3ccc(OC)cc3)cc(C(F)(F)F)n2n1 | 3.2 | i | -2.9 | -0.8 | -1.6 | -0.4 | -1.8 | 0.2 | -2.9

Source: PubChem BioAssay (several laboratories)
